# High-throughput results deposited in PubChem by National Center for Advancing Translational Sciences (NCATS).
# Shiga toxin inh = blocks Shiga toxin action in Vero cells | Vero cells, Shiga toxin protein synthesis inhibition reporter | inhibition, % at 38.7 µM | actives 9.2% (n = 290,000); in the data active means inhibition mostly above about 28%, no sharp cut-off; inactive means mostly below about 43%; further: 0% is about no effect
# Pf growth 96h = P. falciparum growth inhibition at 96 hour, primary screen for plastid delayed-death inhibitors. P. falciparum luciferase reporter growth, 96 h. Potency, µM (highest dose often 28.7 µM), without a hit: at the top dose activity change, negative = inhibition, actives largely listed as inhibitors. actives 6.9% (n = 320,000). AID 504834; further: potency means the concentration at half of the fitted maximal effect; on the % scale 0 is the no-effect control and ±100 the full control effect
#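 P. falciparum expressing integrated firefly luciferase grown in erythrocytes (2% hematocrit, 0.05% parasitemia final) with compounds for 96 hours at 37 C, 5% CO2. Growth inhibition read as loss of luminescence after adding luciferase detection reagent.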
# Sm TGR inh = inhibitors of Schistosoma mansoni thioredoxin glutathione reductase. Q962Y6. purified TGR, DTNB reduction, TNB absorbance 405 nm. Potency, µM (top dose mostly 114 µM), for the others: at the top dose activity change, negative = inhibition, hits mostly inhibitors. actives 3% (n = 360,000). AID 485364; further: potency means the concentration at half of the fitted maximal effect; on the % scale 0 is the no-effect control and ±100 the full control effect; nearly all actives have a fitted effect of over 60% in size
#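 TGR 20 nM + NADPH 100 uM (dispensed conc.), cpd preinc 15 min RT; start with NADPH (500 uM addition) then DTNB (15 mM addition). Kinetic TNB absorbance, 405 nm filter. Four-parameter Hill fit across titration.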
# FBPA Giardia inh = blocks Giardia fructose-bisphosphate aldolase activity; A8B2U2; purified Giardia FBPA; Potency, µM (highest dose often 59.6 µM), for the others: top-dose activity, negative = inhibition, usual class: inhibitors; actives 0.71% (n = 290,000); further: potency means the concentration at half of the fitted maximal effect; on the % scale 0 is the no-effect control and ±100 the full control effect; nearly all actives have a fitted effect of over 55% in size
# Target sequence (A8B2U2 whole entry, looked up): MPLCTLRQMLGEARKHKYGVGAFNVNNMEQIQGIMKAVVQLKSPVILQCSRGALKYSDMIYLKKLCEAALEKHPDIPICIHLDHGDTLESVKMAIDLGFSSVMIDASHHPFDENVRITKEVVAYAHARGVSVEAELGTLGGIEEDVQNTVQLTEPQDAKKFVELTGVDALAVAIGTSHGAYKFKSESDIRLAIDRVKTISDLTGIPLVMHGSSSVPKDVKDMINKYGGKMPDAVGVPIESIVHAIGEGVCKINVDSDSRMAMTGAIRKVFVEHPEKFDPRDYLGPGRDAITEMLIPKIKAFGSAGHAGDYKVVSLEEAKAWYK
#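 40 nM FBPA preincubated 10 min at RT with compound (up to 57.5 uM final), then substrate plus GAPDH/TPI/NAD/arsenate coupling and diaphorase/resazurin added. Fluorescence read after 20 min at RT, 525/598 nm.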
# Pf growth 48h = inhibits P. falciparum growth in the first generation, 48 h; AID 504832; actives 5.9% (n = 310,000); P. falciparum luciferase growth in erythrocytes, 48 h; Potency, µM (series often up to 28.7 µM), without a hit: at the top dose activity change, negative = inhibition, hits mostly inhibitors; further: potency means the concentration at half of the fitted maximal effect; on the % scale 0 is the no-effect control and ±100 the full control effect
#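 Read-out is firefly luciferase luminescence from an integrated reporter in P. falciparum, so falling signal marks reduced parasite growth. Infected erythrocytes were at 2% hematocrit and 0.1% parasitemia (final) in Albumax-supplemented RPMI 1640.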
# CHX counter = affects cycloheximide protein synthesis inhibition readout, counter-screen; cell reporter, cycloheximide protein synthesis inhibition counterscreen; max response, %; actives 12% (n = 300,000); AID 2314; in the data active means max response mostly above about 13%, no sharp cut-off; inactive means mostly below about 14%; further: read at 38.3 µM for the half of the compounds with a filed dose; 0% is about no effect
# The depositor's hits bear a star; ? = inconclusive; . = not tested or not shown; [ ] = remark or other dose. Unless noted, the call rests on the fitted dose curve; in most records, active means well fitted curve in the direction sought with a large enough effect; inconclusive means small, poorly fitted or top-dose-only effect, or another doubt; inactive means no such curve, though single readings can be large; an effect the other way counts as inactive or inconclusive.
SMILES,Shiga toxin inh,Pf growth 96h,Sm TGR inh,FBPA Giardia inh,Pf growth 48h,CHX counter
Cc1cccc(CCN(CC(=O)NCc2ccc(F)cc2)C(=O)c2csnn2)c1,-2,30%,-22%,4%,21%,-4
COc1cc(C2CC(=O)C=C(O)C2)cc(OC)c1OC (stereo unspecified),1,?,1%,-10%,5.9µM*,-1
O=C(OCCN(CCOC(=O)c1ccncc1)S(=O)(=O)c1cccs1)c1ccncc1,-14,6%,-3%,-2%,.,10
Cc1cc(N(CN2CCCC2=O)C(=O)c2ccc(OC(C)C)cc2)no1,8,6%,0%,2%,-20%,13
CCC(C(=O)NC1CCCC1)N(C(=O)c1snc(C(N)=O)c1N)c1ccc(C)cc1C (stereo unspecified),2,?,-15%,9%,?,-4
CCOC(=O)C1C(=O)NC(c2ccccc2)=NC1c1ccc(O)c(OC)c1 (stereo unspecified),8,-3%,1%,2%,46%[activator],-1
O=C(c1cc(-c2cccnc2)nc2ccc(Cl)cc12)N1CCN(S(=O)(=O)c2cccs2)CC1,-15,-40%,-19%,.,6%,-1
O=C(CN1C2=NCCCN2c2ccccc21)c1ccc([N+](=O)[O-])cc1,-3,?,-9%,1%,1.9µM*,-1
O=c1cc(-c2ccccc2)cc(-c2ccccc2)n1CCCO,.,?,-17%,.,9.3µM*,.
C/C(=N\O)C(=O)OC1CC(C)CCC1C(C)C (stereo unspecified),-24,-21%,-9%[11.4 µM],-1%,.,-5
Cc1ccccc1NC(=O)c1c([N+](=O)[O-])c(C(C)(C)C)nn1C,12,-14%,1%,-8%,-4%,9
C/C(=N\Nc1ccc([N+](=O)[O-])cc1[N+](=O)[O-])c1cc2c(ccc3ccccc32)oc1=O,23,46%[activator],5%,-1%,25%,-2
Cn1c(=O)n(C)c2cc(NC(=O)COc3ccc(Cl)cc3)ccc21,11,?,-1%,-8%,-9%,1
CC(C)CC(=O)Nc1c(C(=O)N2CCN(Cc3ccccc3)CC2)oc2ccccc12,10,?,0%,0%,?,8
Cc1ccc(OCc2ccc(Br)cc2)c([N+](=O)[O-])n1,84*,473%[activator],6%,-2%,.,56*
COc1ccc(OCCC(=O)N2CCOCC2)cc1,34,208%[activator],0%,6%,25%,8
COc1cccc(C2=CC(c3ccc(N(C)C)cc3)n3ncnc3N2)c1 (stereo unspecified),31,10%,?,-30%,10µM*,-4
CN(Cc1cccnc1)C(=O)Cc1ccc(NS(=O)(=O)c2cccc(C(F)(F)F)c2)cc1,-5,-24%,-7%,4%,-17%,-3
Cc1ccc2nc3nc(NCC4CCCO4)c(C(=O)NC4CCCCC4)cc3c(=O)n2c1 (stereo unspecified),-10,12%,0%[57.1 µM],6%,?,2
Fc1ccc(-c2ccnc3nc(N4CCOCC4)nn23)cc1,-6,?,7%,3%,28%,-2
CN(C(=O)COC(=O)c1cc(=O)[nH]c2ccccc12)C1CCCCC1,.,?,-24%,.,-24%,.
COc1ccc(OCCCC(=O)OC(C)C(=O)Nc2ccccc2[N+](=O)[O-])cc1 (stereo unspecified),.,30%[activator],2%,.,-12%,.
COC(=O)c1sccc1S(=O)(=O)Nc1ccc(S(N)(=O)=O)cc1,32,9%,-1%,-2%,16%,8
O=C(CSc1nc(-c2ccco2)cc(C(F)(F)F)n1)N1CCN(Cc2ccccc2)CC1,0,-28%,?,-3%,.,-2
O=c1[nH]c(C(Cl)Cl)nc2sc3c(c12)CCN(Cc1ccccc1)C3,3,?,?,10%,-29%,-2
O=C(CC1CC2CCC1C2)OCC(=O)c1c[nH]c2ccccc12 (stereo unspecified),148*,5.2µM*,15%,-1%,?,53*
COc1ccc(CC(=O)N2CCNC2=O)cc1,-7,40%[activator],2%,7%,0%,1
COc1ccccc1C(=O)Nc1c2c(nn1-c1ccc(Cl)cc1)CS(=O)(=O)C2,2,?,7%,-1%,-18%,-1
COc1ccc(N2CCN(C(=O)C3CCCO3)CC2)cc1 (stereo unspecified),-12,.,3%,-6%,14%,6
COc1ccc(CCn2c(O)c(/C=N/N3CCOCC3)c(=O)[nH]c2=O)cc1OC,15,-1%,-2%,-4%,5%,-2
COC(=O)C1(C)NC(c2ccc(O)cc2)C2C(=O)N(c3ccc4c(c3)OCCO4)C(=O)C21 (stereo unspecified),13,55%[activator],0%,-3%,?,-2
CCOc1ccccc1NC(=O)COc1ccc(S(=O)(=O)N2CCCC2)cc1,15,8.3µM*,-13%,3%,?,-2
COc1ccc(/C=N/S(=O)(=O)c2ccccc2)cc1OC,-10,32%[activator],.,1%,-10%,-4
COc1ccc(CCNC(=O)CC2SC(=NCc3ccccc3)NC2=O)cc1 (stereo unspecified),-7,?,?,5%,?,-1
CCc1ccc(C2N(c3ccc(OC)cc3)C(=O)C3CCCN32)cc1 (stereo unspecified),15,-5%,0%,0%,.,7
CCCCN(C)CCCNC(=O)c1ccc2c(c1)NC(=O)C(N1CCOCC1)S2 (stereo unspecified),-7,?,23%,-1%,0%,-1
CC1CC2CCC(O2)C(C)C(=O)OC(C)CC2CCC(O2)C(C)C(=O)OC(C)CC2CCC(O2)C(C)C(=O)OC(C)CC2CCC(O2)C(C)C(=O)O1 (stereo unspecified),11,.,.,0%,.,8
O=C(CCc1nnc2ccc(NCc3ccccc3)nn12)NCC1CCN(C2CCCC2)C1 (stereo unspecified),-3,?,-3%,.,-11%,-9
CN(CC(=O)Nc1ccc2c(c1)OCCO2)S(=O)(=O)c1ccc(F)cc1,117*,?,5%,11%,35%[activator],27*
COc1cccc(OC)c1C(=O)Nn1c(-c2cccs2)nc2ccccc2c1=O,-12,-6%,-15%,13%,-15%,2
CCOc1ccc(OCC)c(NC(=O)C2CCCN(c3ncccn3)C2)c1 (stereo unspecified),-4,-17%,10%,-5%,-18%,-1
O=C(Nc1cccc(-c2nnn(CC(=O)N3CCc4ccccc4C3)n2)c1)C1CCC1,8,-2%,2%,-1%,?,13
CCOc1ccc(C2NC(=O)C(C#N)=C(S)N2c2cccc(C)c2)cc1OC (stereo unspecified),-15,43%[activator],-4%,?,27%,2
O=C(Cn1c(COc2ccccc2)nc2ccccc21)Nc1cccc(Cl)c1,1,-17%,-8%,3%,7%,1
Cc1ccc(C(=O)NCC(c2ccco2)N2CCc3ccccc32)cc1 (stereo unspecified),.,?,-4%,.,-28%,.
O=C(CSc1nnnn1C1CCCC1)N1CCN(C(=O)c2ccco2)CC1,-3,?,0%,4%,21%,-1
CC1CC(C)CN(c2ncc3c(n2)CC(c2ccccc2)CC3=O)C1 (stereo unspecified),7,?,9%,-5%,?,-5
CCOC(=O)C1(C)/C(=N/Nc2cccc(Cl)c2)C(=O)C(=O)N1c1ccccc1 (stereo unspecified),17,-7%,0%,-6%,40%[activator],-5
COc1ccc(N=Nc2cc(-c3ccccc3)ccc2O)cc1,30,70%[activator],6%,6%,15%,9
COc1cc(/C=C/C(=O)OCC(=O)NC(=O)NC(C)C)ccc1O,17,4%,-13%,-9%,?,6
COc1ccc(C2=NO[C@@](CC(=O)O)(C(=O)Nc3ccc4c(c3)OCCO4)C2)cc1,62*,25%,22µM*,-24%,-2%,30*
CCOC(=O)c1cnc2ccc(C)cc2c1Sc1ccccc1,62*,?,?,-5%,?,34*
CC1(C)CC(=O)C=C(NNC(=O)C2CCCCC2)C1,6,-11%,0%,2%,-4%,3
CCC1CCCCN1CCCNC(=O)c1cn(C)c2ccc(S(=O)(=O)N3CCOCC3)cc2c1=O (stereo unspecified),-7,?,-5%,.,?,1
Nc1nc(-c2ccco2)nc(N2CCCCC2)n1,-15,-9%,-27%,-13%,26%,-2
Cc1cccc(NC(=O)C2CCN(c3nccc(C)n3)CC2)c1,23,17%,11%[11.4 µM],-2%,.,4
COc1ccc(NCc2nnc(SCC(=O)N3CCCc4ccccc43)o2)cc1,-10,?,9%,-23%,-22%,14
CC(Oc1ccccc1)C(=O)Nc1ccc(F)c(S(=O)(=O)N2CCOCC2)c1 (stereo unspecified),.,?,-5%,.,-10%,.
O=C(NNC(=S)NCc1ccco1)c1ccc(Cl)s1,-2,?,-34%,9%,43%[activator],-3
CCN(CC)CCN1C(=O)C(=O)/C(=C(/O)c2cnn(-c3ccccc3)c2C)C1c1cccnc1 (stereo unspecified),21,-3%,-2%,1%,0%,10

# In the list so far, these have a thiophene ring, fused or not:
SMILES,Shiga toxin inh,Pf growth 96h,Sm TGR inh,FBPA Giardia inh,Pf growth 48h,CHX counter
O=C(OCCN(CCOC(=O)c1ccncc1)S(=O)(=O)c1cccs1)c1ccncc1,-14,6%,-3%,-2%,.,10
O=C(c1cc(-c2cccnc2)nc2ccc(Cl)cc12)N1CCN(S(=O)(=O)c2cccs2)CC1,-15,-40%,-19%,.,6%,-1
COC(=O)c1sccc1S(=O)(=O)Nc1ccc(S(N)(=O)=O)cc1,32,9%,-1%,-2%,16%,8
O=c1[nH]c(C(Cl)Cl)nc2sc3c(c12)CCN(Cc1ccccc1)C3,3,?,?,10%,-29%,-2
COc1cccc(OC)c1C(=O)Nn1c(-c2cccs2)nc2ccccc2c1=O,-12,-6%,-15%,13%,-15%,2
O=C(NNC(=S)NCc1ccco1)c1ccc(Cl)s1,-2,?,-34%,9%,43%[activator],-3

# The results go on:
SMILES,Shiga toxin inh,Pf growth 96h,Sm TGR inh,FBPA Giardia inh,Pf growth 48h,CHX counter
COc1cc(/C=C2/C(=O)N(c3ccccc3)N=C2C)ccc1OS(=O)(=O)c1ccccc1,29,-15%,-12%,?,-14%,9
COCC(C)OC(=O)c1c(N)n(CC(C)C)c2nc3ccccc3nc12 (stereo unspecified),-31,.,-14%,-10%,12µM*,-5
Cc1ccnc(NC(=O)CNC(=O)Cc2cccc3ccccc23)c1,.,176%[activator],-9%,.,98%[activator],.
Cc1ccc(S(=O)(=O)NCCCN(C)C)cc1,-7,2%,-7%,-6%,21%,-5
C[N+](C)(CC#Cc1ccccc1)CC(=O)c1ccccc1,-5,170%[activator],-7%,-1%,?,-1
CC(NC(=O)c1cc([N+](=O)[O-])cc([N+](=O)[O-])c1)C1CC2CCC1C2 (stereo unspecified),-8,?,-26%,7%,?,-4
Cc1cccc(S(=O)(=O)C(C#N)c2nc3ccccc3nc2N2CCCC2)c1 (stereo unspecified),25,.,41%[activator],-26%,-4%,2
CC(C)NC(=O)CSc1nnc(CNC(=O)OC(C)(C)C)n1C,2,40%,1%,5%,1.9µM*,12
O=C(CN1CCN(c2ccccc2)CC1)N/N=C/c1cccc(F)c1,6,-10%,-10%,16%,7%,0
Cc1cccc(C)c1NC(=S)/N=C/N(C)C,26,22%,.,-2%,-1%,-2
CCN1C(=O)c2cccc3c(S(=O)(=O)Nc4c(C)n(C)n(-c5ccccc5)c4=O)ccc1c23,18,.,-2%,7%,-14%,-1
Cc1c(C(C)(C)O)[nH]c2cc(C(F)(F)F)ccc12,-10,-15%,3%,-2%,31%,-1
Cc1cccc(/C=C2\CCC(=C3SCCCS3)C2=O)c1,80*,81%[activator],-24%,-15%,166%[activator],44*
N/C(=N\OC(=O)c1ccc(Cl)cc1Cl)c1ccccn1,-20,2%,0%,-2%,-18%,-8
Cc1ccc(SCc2c(C(=O)N/N=C/c3ccoc3)nnn2-c2nonc2N)cc1,-11,9%,-12%,2%,15%,-4

# Structures above that have a tert-butyl group, in the order listed:
SMILES,Shiga toxin inh,Pf growth 96h,Sm TGR inh,FBPA Giardia inh,Pf growth 48h,CHX counter
Cc1ccccc1NC(=O)c1c([N+](=O)[O-])c(C(C)(C)C)nn1C,12,-14%,1%,-8%,-4%,9
CC(C)NC(=O)CSc1nnc(CNC(=O)OC(C)(C)C)n1C,2,40%,1%,5%,1.9µM*,12

# The order is random; any-hit rate near 24%.
